Source: PubChem BioAssay
Kir21 inh – inhibitors of mouse Kir2.1 inward-rectifier potassium channel | Inward rectifier potassium channel 2 (Mus musculus), P35561 | HEK293-Kir2.1, FluxOR thallium flux fluorescence; active compounds read low | B-score at 10 µM | actives 0.85% (n = 310,000) | AID 1672, 2009;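 active means fluorescence ratio B-score at or below minus 3 SD of library scores, with starting-brightness B-score within 2 SD, cut at about -4.2 in these data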;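 further: channel flux triggered by added potassium and thallium sulfate stimulus; B-score of peak minus minimum fluorescence over baseline after thallium stimulus; more negative B-score means stronger Kir2.1 block with less thallium influx; some compounds called inactive have numbers as strong as hits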
Target sequence (P35561 whole entry, looked up): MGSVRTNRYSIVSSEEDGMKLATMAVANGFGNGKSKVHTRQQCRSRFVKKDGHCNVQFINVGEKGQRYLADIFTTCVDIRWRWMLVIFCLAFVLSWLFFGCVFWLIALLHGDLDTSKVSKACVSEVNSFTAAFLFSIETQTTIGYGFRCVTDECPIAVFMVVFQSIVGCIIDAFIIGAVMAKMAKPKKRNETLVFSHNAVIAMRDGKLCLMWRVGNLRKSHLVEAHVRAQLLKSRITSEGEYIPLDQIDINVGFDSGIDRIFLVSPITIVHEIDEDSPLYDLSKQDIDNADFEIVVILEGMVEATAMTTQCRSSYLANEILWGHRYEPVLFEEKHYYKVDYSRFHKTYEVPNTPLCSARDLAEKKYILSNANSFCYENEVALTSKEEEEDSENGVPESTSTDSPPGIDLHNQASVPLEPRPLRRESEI
CHT inh – inhibitors of human choline transporter CHT; High affinity choline transporter 1 (Homo sapiens), Q9GZV3; CHT-expressing cells, membrane potential dye, choline response; active compounds read low; B-score at 10 µM; actives 0.86% (n = 310,000);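 active means B-score over 3 SD under the library average, and starting fluorescence ratio not unusually high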;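 further: choline stimulus applied at its EC90 after an EC20 pre-addition; B-score computed on integrated fluorescence ratio after choline addition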
Target sequence (Q9GZV3 whole entry, looked up): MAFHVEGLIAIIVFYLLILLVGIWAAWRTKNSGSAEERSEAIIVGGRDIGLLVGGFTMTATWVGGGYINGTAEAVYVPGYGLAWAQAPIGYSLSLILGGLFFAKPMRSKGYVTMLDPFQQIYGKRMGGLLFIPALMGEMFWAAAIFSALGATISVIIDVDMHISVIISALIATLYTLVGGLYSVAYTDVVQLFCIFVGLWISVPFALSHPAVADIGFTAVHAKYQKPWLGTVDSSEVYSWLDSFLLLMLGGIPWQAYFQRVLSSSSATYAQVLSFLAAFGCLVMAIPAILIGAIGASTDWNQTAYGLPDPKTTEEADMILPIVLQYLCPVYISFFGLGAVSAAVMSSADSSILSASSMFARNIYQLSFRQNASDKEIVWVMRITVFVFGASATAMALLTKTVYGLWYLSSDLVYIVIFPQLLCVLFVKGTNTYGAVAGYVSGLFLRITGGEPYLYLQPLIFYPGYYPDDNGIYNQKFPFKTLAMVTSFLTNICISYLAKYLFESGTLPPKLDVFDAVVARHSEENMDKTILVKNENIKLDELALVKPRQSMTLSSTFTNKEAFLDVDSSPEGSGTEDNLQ
* = called active by the depositor.

How did Cc1cccc(C)c1OCc1cc(C(=O)NCC2CC2)no1 do in these assays?
Kir21 inh: 0.39; CHT inh: inactive

How did CCOC(=O)C[C@H]1c2cc(F)ccc2S(=O)(=O)N1C(C)C do in these assays?
Kir21 inh: 0.69; CHT inh: inactive

How did CCOC(=O)C1=C(N)OC2=C(C(=O)CCC2)C1c1cccs1 (stereo not given) do in these assays?
Kir21 inh: 0.93; CHT inh: inactive

How did CCc1[nH]nc(C(=O)NC2CCCc3c2cnn3-c2cc(C)cc(C)c2)c1C (stereo not given) do in these assays?
Kir21 inh: 2; CHT inh: inactive

How did CSc1ccccc1OCc1cc(C(=O)N2CCNC(=O)C2)no1 do in these assays?
Kir21 inh: 2.2; CHT inh: inactive

How did COC(=O)CCc1sc(NC2CCCCC2)nc1-c1ccc(OC)cc1 do in these assays?
Kir21 inh: -0.24; CHT inh: inactive

How did O=C(CSc1nnnn1-c1ccccc1)NC(=O)Nc1ccc2c(c1)OCCO2 do in these assays?
Kir21 inh: 0.75; CHT inh: inactive

Results for CCN(C(=O)c1cccc(Br)c1)C1CCS(=O)(=O)C1 (stereo not given) ?
Kir21 inh: 0.6; CHT inh: inactive

How did CCN(C(=O)COC(=O)/C=C/c1ccc(O)c(OC)c1)C1CCS(=O)(=O)C1 (stereo not given) do in these assays?
Kir21 inh: 0.26; CHT inh: inactive

What do the screens show for `Cc1ccc(S(=O)(=O)n2nc(OC(=O)c3c(-c4ccccc4Cl)noc3C)cc2N)cc1`?
Kir21 inh: 1.1; CHT inh: inactive

How did CS(=O)(=O)N(CC(=O)NCc1ccc2c(c1)OCO2)c1ccccc1 do in these assays?
Kir21 inh: -1.2; CHT inh: inactive

Results for CCc1cc(C(=O)N2CCCC(N3CCN(c4cccc(C(F)(F)F)c4)CC3)C2)n(C)n1 (stereo not given) ?
Kir21 inh: 1.5; CHT inh: inactive

Results for COC(=O)c1ccccc1NC(=O)CSc1nnc(-c2ccoc2C)n1C ?
Kir21 inh: -2.3; CHT inh: inactive

How did O=C(Nc1ccc(C(=O)O)cc1)/C(=C\c1ccc(F)cc1)NC(=O)c1ccco1 do in these assays?
Kir21 inh: 1.2; CHT inh: inactive

What do the screens show for `CCCCc1ccc(NC(=O)OC)cc1`?
Kir21 inh: -2.5; CHT inh: inactive

What do the screens show for `CCc1nnc(N2C(=O)c3ccccc3C2(O)c2ccccc2)s1` (stereo not given)?
Kir21 inh: -0.2; CHT inh: inactive

How did CCOC(=O)c1c(N)c2cc([N+](=O)[O-])cnc2n1C do in these assays?
Kir21 inh: 0.23; CHT inh: inactive

What do the screens show for `NC(=O)C1CCN(C(=O)c2ccc3nc(N4CCCCC4)sc3c2)CC1`?
Kir21 inh: 0.05; CHT inh: inactive

Results for COc1ccccc1N1CCN(C2CCCN(C(=O)c3ccoc3C)C2)CC1 (stereo not given) ?
Kir21 inh: 1.6; CHT inh: inactive

How did Cc1ccc(-n2cnnn2)c2cccnc12 do in these assays?
Kir21 inh: -3; CHT inh: inactive

What do the screens show for `CCN(CC)S(=O)(=O)c1cccc(C(=O)Nc2cccc(C)c2)c1`?
Kir21 inh: -0.94; CHT inh: inactive

What do the screens show for `CCOC(=O)N1CCN(c2c(N3CCN(C(=O)OCC)CC3)c(=O)c2=O)CC1`?
Kir21 inh: 1.6; CHT inh: inactive

How did O=C(Cn1ccc2ccccc2c1=O)NCCC(=O)N1CCN(c2cccc(C(F)(F)F)c2)CC1 do in these assays?
Kir21 inh: 0; CHT inh: inactive

Results for O=C(N/N=C/c1c[nH]c2ccccc12)c1ccccc1Cl ?
Kir21 inh: 0.18; CHT inh: inactive

Reprinted from the part before: 4 entries, followed by the next part.
What do the screens show for `CCN(CC)S(=O)(=O)c1cccc(C(=O)Nc2cccc(C)c2)c1`?
Kir21 inh: -0.94; CHT inh: inactive

What do the screens show for `CCOC(=O)N1CCN(c2c(N3CCN(C(=O)OCC)CC3)c(=O)c2=O)CC1`?
Kir21 inh: 1.6; CHT inh: inactive

How did O=C(Cn1ccc2ccccc2c1=O)NCCC(=O)N1CCN(c2cccc(C(F)(F)F)c2)CC1 do in these assays?
Kir21 inh: 0; CHT inh: inactive

Results for O=C(N/N=C/c1c[nH]c2ccccc12)c1ccccc1Cl ?
Kir21 inh: 0.18; CHT inh: inactive

Results for CC(=O)c1cccc(NC(=O)CSc2nc(N3CCOCC3)nc(N3CCOCC3)n2)c1 ?
Kir21 inh: -1.3; CHT inh: inactive

How did Cc1ccc(C)c(COC(=O)CCN=C2NS(=O)(=O)c3ccccc32)c1 do in these assays?
Kir21 inh: -3.1; CHT inh: inactive

What do the screens show for `Cc1c(Cc2ccccc2)c(=O)oc2cc(OCC(N)=O)ccc12`?
Kir21 inh: -0.02; CHT inh: inactive

Results for CCc1nc(SCC(=O)NCc2ccccc2)c2c(=O)n(C)c(=O)n(C)c2n1 ?
Kir21 inh: 0.67; CHT inh: inactive

What do the screens show for `O=C(Nc1ccccn1)c1ccc([N+](=O)[O-])o1`?
Kir21 inh: -0.5; CHT inh: inactive

What do the screens show for `CC(C)CN(CC(C)C)C(=O)CC(=O)NC(=O)c1ccc(Cl)cc1`?
Kir21 inh: 0.83; CHT inh: inactive

How did Cc1noc(C)c1C(=O)Nc1ccc2ccccc2c1 do in these assays?
Kir21 inh: 1.2; CHT inh: inactive

How did COc1ccc(NC(=O)CCNC(=O)N2CC(=O)Nc3ccccc32)c(OC)c1 do in these assays?
Kir21 inh: 0.12; CHT inh: inactive

How did COc1ccc(-c2nn3c(-c4ccc(F)cc4)nnc3s2)cc1 do in these assays?
Kir21 inh: 0.62; CHT inh: inactive

What do the screens show for `COC(=O)c1cc(NC(=O)C2CC2)cc(C(=O)OC)c1`?
Kir21 inh: -0.21; CHT inh: inactive

What do the screens show for `COc1ccccc1NS(=O)(=O)c1cccc(C(=O)OCC(=O)Nc2cc(C)on2)c1`?
Kir21 inh: -2.4; CHT inh: inactive

How did Cc1cccc(N/C=C(\[N+](=O)[O-])S(=O)(=O)c2ccccc2)c1C do in these assays?
Kir21 inh: 2; CHT inh: inactive

What do the screens show for `Cc1cc2c(=O)n(CC(=O)NCC(=O)N3CCN(Cc4ccccc4)CC3)cnc2s1`?
Kir21 inh: 0.75; CHT inh: inactive

What do the screens show for `O=C(NCc1cccnc1)C1CCCN(Cc2cnn(-c3ccccc3)c2-n2cccc2)C1` (stereo not given)?
Kir21 inh: 0.05; CHT inh: inactive

What do the screens show for `COc1ccc(NC(=O)N2CCCC2C(=O)NC2CCCC2)cc1` (stereo not given)?
Kir21 inh: 2.6; CHT inh: inactive

Results for COc1ccc(-c2cc(=O)[nH][nH]2)cc1 ?
Kir21 inh: 0.89; CHT inh: inactive

Results for O=C(COC(=O)c1ccccc1Br)NCCC1=CCCCC1 ?
Kir21 inh: 0.32; CHT inh: inactive

What do the screens show for `Cc1cc(=O)[nH]c2cc(O)ccc12`?
Kir21 inh: -0.02; CHT inh: inactive

What do the screens show for `O=C(C1=C(O)C(=O)N(c2ncccn2)C1c1cccc(Cl)c1)c1ccco1` (stereo not given)?
Kir21 inh: 1.1; CHT inh: inactive

How did Cc1cc(-c2ccccc2)cc(-c2ccccc2)[n+]1C do in these assays?
Kir21 inh: -1.9; CHT inh: inactive

How did COc1cc(C(=O)OCC(=O)NCc2ccc(F)cc2)ccc1OCC(C)C do in these assays?
Kir21 inh: 3.5; CHT inh: inactive

What do the screens show for `Cc1cccc(-n2ccnc2CN2CCN(C(C)C)C(CCO)C2)c1` (stereo not given)?
Kir21 inh: 2.2; CHT inh: inactive

What do the screens show for `COCCNc1ccc(-c2nn(C)c(=O)c3ccccc23)cc1[N+](=O)[O-]`?
Kir21 inh: -0.14; CHT inh: inactive

What do the screens show for `CN(CCC#N)C(=O)c1cc2c(Cl)nc3ccccc3c2s1`?
Kir21 inh: 0.41; CHT inh: inactive

What do the screens show for `Cc1cccc(C(=O)N2CCN(S(=O)(=O)N3CCCCCC3)CC2)c1`?
Kir21 inh: 0.38; CHT inh: inactive

What do the screens show for `CCN1CCCC1Cn1cnc2c([nH]c3ccc(OC)cc32)c1=O` (stereo not given)?
Kir21 inh: -1.3; CHT inh: inactive

What do the screens show for `CC(C)CC(=O)NC(Nc1ccc([N+](=O)[O-])cc1)C(Cl)(Cl)Cl` (stereo not given)?
Kir21 inh: 0.25; CHT inh: inactive

Results for Nc1c(C(=O)N2CCCCC2)sc2nc3c(cc12)CCCC3 ?
Kir21 inh: 0.27; CHT inh: inactive

How did Cc1cc(C2(c3cc(C)c(NC(=O)CN4CCOCC4)c(C)c3)CCCCC2)cc(C)c1NC(=O)CN1CCOCC1 do in these assays?
Kir21 inh: 0.01; CHT inh: inactive

How did Nc1nc(NS(=O)(=O)c2ccc(Cl)cc2)nn1-c1ccccc1 do in these assays?
Kir21 inh: -0.6; CHT inh: inactive

How did O=C(c1ccc(OC2CCN(Cc3ccccn3)CC2)cc1)N1CCCCO1 do in these assays?
Kir21 inh: -2.5; CHT inh: inactive

How did COc1ccc2oc(=O)c(C(=O)N3CCN(c4ccccc4C)CC3)cc2c1 do in these assays?
Kir21 inh: -0.85; CHT inh: inactive

Results for COc1cc(CN(C(=O)c2ccco2)c2ccc(C)cc2)ccc1O ?
Kir21 inh: -2.5; CHT inh: inactive

Results for COc1cc(-c2nc(S(=O)(=O)c3ccc(Cl)cc3)c(N3CCOCC3)o2)cc(OC)c1OC ?
Kir21 inh: -1.2; CHT inh: inactive

What do the screens show for `O=C(/C=C/Nc1ccc(S(=O)(=O)Nc2cnc3ccccc3n2)cc1)c1ccccc1`?
Kir21 inh: 0.05; CHT inh: inactive

What do the screens show for `O=c1[nH]c(C2CCN(S(=O)(=O)c3ccccc3C(F)(F)F)CC2)nc2c1nnn2Cc1cccc(F)c1`?
Kir21 inh: 0.78; CHT inh: inactive

Part of the list above in order of formula weight, descending.
What do the screens show for `O=C(/C=C/Nc1ccc(S(=O)(=O)Nc2cnc3ccccc3n2)cc1)c1ccccc1`?
Kir21 inh: 0.05; CHT inh: inactive

What do the screens show for `CC(C)CC(=O)NC(Nc1ccc([N+](=O)[O-])cc1)C(Cl)(Cl)Cl` (stereo not given)?
Kir21 inh: 0.25; CHT inh: inactive

What do the screens show for `Cc1cccc(C(=O)N2CCN(S(=O)(=O)N3CCCCCC3)CC2)c1`?
Kir21 inh: 0.38; CHT inh: inactive

The list continues:
Results for COc1cc(C(=O)N/N=C/c2cc([N+](=O)[O-])cs2)cc(OC)c1OC ?
Kir21 inh: 0.02; CHT inh: inactive

Results for Clc1cccc(-c2sc(Nc3ccccc3)n[n+]2-c2ccccc2)c1Cl ?
Kir21 inh: -3.4; CHT inh: inactive

What do the screens show for `CCCn1nc2cc(C(=O)NCCCCc3ccccc3)ccc2c1OCC`?
Kir21 inh: 0.1; CHT inh: inactive

Results for COc1ccc(S(=O)(=O)Cc2ccc(C(=O)N3CCN(c4cc(C)ccc4C)CC3)o2)cc1 ?
Kir21 inh: 0.45; CHT inh: inactive

Results for CSc1nsc(/C=C/Nc2ccc(Cl)cc2)c1C#N ?
Kir21 inh: 0.19; CHT inh: inactive

What do the screens show for `O=C1/C(=C/c2ccc(F)cc2)CCC1C1CCCC1` (stereo not given)?
Kir21 inh: 1.2; CHT inh: inactive

Results for CCCCN1C(=O)/C(=C(/C#N)C(=O)N2CCCC2)c2ccccc21 ?
Kir21 inh: -0.43; CHT inh: inactive

Results for CCOC(CNC(=O)c1ccc(N2CCc3ccccc32)c([N+](=O)[O-])c1)OCC ?
Kir21 inh: 1.7; CHT inh: inactive

Results for CCCCC(=O)Nc1cccc(NC(=S)NC(=O)Cc2ccccc2)c1 ?
Kir21 inh: 0.57; CHT inh: inactive

Results for COc1c(Cl)cc(Cl)cc1CNCc1ccccc1 ?
Kir21 inh: -0.32; CHT inh: inactive

What do the screens show for `COc1ccc(/C=C/C(=O)OCC(=O)c2c(N)n(C)c(=O)n(C)c2=O)cc1`?
Kir21 inh: -0.76; CHT inh: inactive

What do the screens show for `Cc1ccc(C(=O)c2coc3c2C(=O)C(=O)c2ccccc2-3)cc1`?
Kir21 inh: -0.44; CHT inh: inactive

Results for CCS(=O)(=O)n1nc(-c2ccccc2)nc1SC ?
Kir21 inh: 0.55; CHT inh: inactive

What do the screens show for `COc1ccccc1/C=C(/NC(=O)c1ccccc1)C(=O)NCCN1CCOCC1`?
Kir21 inh: 0.7; CHT inh: inactive

Results for COc1ccc(C2(C(=O)Nc3cc(C)on3)CCOCC2)cc1 ?
Kir21 inh: 0.43; CHT inh: inactive

Results for Cn1cccc1C(=O)NCC1CCCCC1 ?
Kir21 inh: 1.1; CHT inh: inactive

What do the screens show for `CCOC(=O)Cn1nc(CC)c2ccccc2c1=O`?
Kir21 inh: -0.62; CHT inh: inactive

How did COc1ccc(OC)c(NC2=NC3(CCCCC3)N=C(N)N2)c1 do in these assays?
Kir21 inh: 0.09; CHT inh: inactive

How did C=C(C)c1cccc(C(C)(C)NC(=O)N2CCN(c3ccccc3)CC2)c1 do in these assays?
Kir21 inh: -0.09; CHT inh: inactive

What do the screens show for `CC(C)c1nc2ccc(NC(=O)C34CC5CC(CC(C5)C3)C4)cc2[nH]1`?
Kir21 inh: -1.5; CHT inh: inactive

How did CC1=C(C)CC(C(=O)NCc2ccc3c(c2)OCO3)C(C(=O)O)C1 (stereo not given) do in these assays?
Kir21 inh: 2.1; CHT inh: inactive

Results for CN(C)CCCN(C(=O)/C=C/c1cccs1)c1nc2c(F)cccc2s1 ?
Kir21 inh: -0.6

How did COc1ccc(CC2(CO)CCN(S(=O)(=O)c3sccc3C)CC2)cc1 do in these assays?
Kir21 inh: -2.1; CHT inh: inactive

How did O=C(NC1CCCC1)c1cc(-c2ccc(Cl)cc2)on1 do in these assays?
Kir21 inh: -0.21; CHT inh: inactive

What do the screens show for `COc1ccc(S(=O)(=O)Nc2nc3ccccc3nc2NCC2CCCO2)cc1` (stereo not given)?
Kir21 inh: -0.35; CHT inh: inactive
